# GSK3beta inhib – human GSK3beta kinase inhibitors, primary screen, biochemical, cell-free homogeneous, HTS; hit rate 0.038% among 300,000; GST-GSK3beta kinase, ADP-Glo luminescence, 60 min; hits give low values; activity score (negative = inhibition), % at 10 µM; AID 2097, 2009; Glycogen synthase kinase-3 beta (Homo sapiens), P49841;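 active means more than half of replicate wells score below -50%, meaning over 50% inhibition versus plate controls; inconclusive means some replicates but at most half score below -50%; inactive means no replicate scores below -50%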;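 further: 0% = median DMSO wells and -100% = median GW8510 positive control wells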
# Target sequence (P49841 whole entry, looked up): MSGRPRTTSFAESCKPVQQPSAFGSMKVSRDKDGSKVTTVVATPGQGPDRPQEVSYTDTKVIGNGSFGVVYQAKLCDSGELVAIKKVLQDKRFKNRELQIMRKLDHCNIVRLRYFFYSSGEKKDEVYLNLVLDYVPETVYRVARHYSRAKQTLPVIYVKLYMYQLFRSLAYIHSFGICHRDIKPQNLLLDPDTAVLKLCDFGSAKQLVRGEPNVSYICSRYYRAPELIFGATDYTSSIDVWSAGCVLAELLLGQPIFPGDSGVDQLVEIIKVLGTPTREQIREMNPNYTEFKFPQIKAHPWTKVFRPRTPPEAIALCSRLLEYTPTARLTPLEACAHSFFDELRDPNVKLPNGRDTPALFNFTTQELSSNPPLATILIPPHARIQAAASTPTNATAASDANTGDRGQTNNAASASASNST
#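 Assay system: GST-fused GSK3beta enzyme, cell-free / Medium: Tris pH 7.5 buffer with MgCl2, DTT, BSA, heparin / Also added: peptide substrate plus 25 µM ATP (final) / Compound: 10 µM single point / Timing: kinase reaction with compound 60 min at room temperature / Detection: ADP-Glo luminescence / Benchmarks: DMSO neutral wells and GW8510 at 20 µM as positive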
# IEC-6 tox – cytotoxicity in IEC-6 intestinal epithelial cells, primary screen, cytotoxicity control for KLF5 inhibitor project, cell-based, luminescence; AID 1825, 2009; hit rate 0.78% among 290,000; inhibition, % at 5 µM; IEC-6 cytotoxicity, luminescence viability; in the data active means inhibition above about 22%;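 further: 0% = plate median of test compound wells and 100% = cytotoxic reference compound wells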
# HSF1 inhib – HSF1 inhibitors in luciferase reporter cells, primary screen, cell-based, NIH3T3, luminescence; NIH3T3-HGL HSE-luciferase, MG132-induced, luminescence 8 h; hits give low values; activity change, negative = inhibition, % at 7.5 µM (by protocol); hit rate 0.77% among 300,000; AID 2098, 2009;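 active means more than half of replicate wells show activity change below -50%, luminescence cut by over half; inconclusive means some wells, but at most half, below -50%; inactive means no replicate well below -50%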;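 further: luciferase reports HSF-1 transcriptional activity via heat shock element; 0% = median of DMSO wells and -100% = zero luminescence signal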
# aSyn 5UTR inh – MLPCN primary screen, SNCA 5' untranslated region. alpha-synuclein 5'UTR reporter, inhibitor activity. hit rate 0.82% among 300,000. inhibition, % (tested at 7.5 µM); in the data active means inhibition above about 60%; inconclusive means no clear call, values can overlap the other calls;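 further: H4 neuroglioblastoma cells stably carrying SNCA 5'UTR luciferase fusion; 0% = DMSO wells and 100% = positive control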
# KLF5 inhibitor – KLF5 expression inhibitors, primary screen, DLD-1 cells, luminescence. inhibition, % at 5 µM. DLD-1 KLF5 promoter-luciferase reporter. AID 1700, 2009. hit rate 0.23% among 290,000;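 active means inhibition above a per-plate limit of that plate's mean compound inhibition plus 3 SD, cut at about 60% in these data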;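 further: 0% = DMSO wells and 100% = LY294002 at 200 µM; higher means less KLF5 promoter-driven luciferase light; inactives centre near -14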
# HIF activator – HIF pathway transcriptional activators, primary screen, cell-based, U2OS HRE-luciferase, luminescence; U2OS HRE-luciferase reporter; normalized: DMSO 0%, desferrioxamine 100%; activation, % at 7.5 µM (by protocol); hit rate 0.32% among 300,000; AID 1910, 2009;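 active means mean activation of at least 10% of the iron chelator positive control signal, with at least half of replicates also reaching 10%; inconclusive means mean and replicate majority disagree about reaching 10%; inactive means mean and most replicates under 10%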
# HSF1 activator – HSF-1 activators, primary screen, NIH3T3-HGL cells, MG132 stress, luminescence, single point; activation, % at 9 µM; AID 504408, 2011; NIH3T3-HGL HSF-1 luciferase reporter, 8 h; 100% = twice DMSO control signal; hit rate 1.7% among 300,000;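 active means mean replicate activation of at least 50% with a set share of replicates each reaching 50%; inconclusive means only one of those two conditions met; inactive means mean below 50% and too few replicates reaching it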;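 further: 0% = median of the neutral control wells and 100% = twice that signal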
# HSP90 refold inh – HSP90 inhibitors, primary screen, cell lysate, luminescence. Heat shock protein HSP 90 (rabbit reticulocyte lysate; luciferase refolding). Rabbit reticulocyte lysate, luciferase refolding luminescence, 3 h. inhibition, % at 5.6 µM. hit rate 0.91% among 290,000;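 active means inhibition above the screen-wide mean plus 3 SD, computed separately per campaign, cut at about 16% in these data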;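 further: 0% = DMSO wells and 100% = 60 µM geldanamycin wells; inhibitors lower the luminescence because luciferase stays unfolded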
# AI-2 QS mod – Vibrio harveyi AI-2 quorum sensing modulators, primary screen, JMH597 strain, luminescence/OD600 ratio. Vibrio harveyi JMH597 AI-2 luminescence/OD600 ratio, 9 h; hits give low values; strain lacks LuxN and CqsS sensors; 0 = neutral-control median. activity change, % at 7.5 µM. hit rate 0.4% among 300,000; in the data active means activity change below about -75%, passing the limit was not always enough; inconclusive means no clear call, values can overlap the other calls;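 further: luminescence divided by OD600 gain over 9 h not by final OD600 alone; inactives centre near 13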
# GSK3 alpha inh – blockers of GSK3A enzyme activity – biochemical, luminescence, cell-free homogeneous, HTS, primary screen; AID 2650, 2010; Glycogen synthase kinase-3 alpha (Homo sapiens), P49840; inhibition, % at 10 µM; hit rate 0.1% among 320,000; GSK-3 alpha kinase, ADP-Glo luminescence, 60 min;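 in the data active means inhibition above about 50%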;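 further: GST-tagged GSK-3 alpha with peptide substrate and 25 µM ATP; 0% = DMSO neutral wells and 100% = GW8510 positive control wells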
# Target sequence (P49840 whole entry, looked up): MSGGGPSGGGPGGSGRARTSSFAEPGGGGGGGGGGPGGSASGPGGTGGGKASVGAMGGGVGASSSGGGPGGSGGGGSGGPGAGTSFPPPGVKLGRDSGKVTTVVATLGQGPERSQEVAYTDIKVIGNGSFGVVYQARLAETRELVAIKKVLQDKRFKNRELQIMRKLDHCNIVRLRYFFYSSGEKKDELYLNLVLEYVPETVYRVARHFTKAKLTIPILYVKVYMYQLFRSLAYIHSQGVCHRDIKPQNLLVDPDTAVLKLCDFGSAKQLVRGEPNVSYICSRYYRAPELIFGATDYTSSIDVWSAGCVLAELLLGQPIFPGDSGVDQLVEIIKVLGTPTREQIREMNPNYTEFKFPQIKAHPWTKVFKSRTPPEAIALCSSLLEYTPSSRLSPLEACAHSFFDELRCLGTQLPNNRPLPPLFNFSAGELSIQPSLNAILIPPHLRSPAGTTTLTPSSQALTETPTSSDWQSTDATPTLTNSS
# * marks the source's active call; other numbers are inactive results; ? = inconclusive; · = not tested or not shown.
SMILES,GSK3beta inhib,IEC-6 tox,HSF1 inhib,aSyn 5UTR inh,KLF5 inhibitor,HIF activator,HSF1 activator,HSP90 refold inh,AI-2 QS mod,GSK3 alpha inh
Cc1cc(OCC(=O)Nc2cnn(CCCC(=O)O)c2)ccc1Cl,-3.4,0.1,3.8,11.3,-10.7,0.0,5.4,1.5,12.2,0.0
C=CCN(CC=C)C(=O)c1ccc(OC2CCN(S(=O)(=O)N(C)C)CC2)cc1,1.0,-3.1,8.7,-15.4,-35.7,1.7,12.5,-0.7,16.3,5.5
CCn1c2ccccc2c2cnc(N=CN(C)C)c(C#N)c21,-0.4,3.8,-32.5,24.7,14.2,1.9,-33.7,-4.6,5.7,·
O=[N+]([O-])c1c(Nc2ccccc2O)cc(Cl)c2nonc12,-2.8,96.2*,150.2,11.6,15.1,-39.1,206.6*,3.1,?,10.3
Cc1cccc(NC(=O)CCC(=O)Nc2nnc(C3CCCCC3)s2)c1,-2.4,8.4,-4.1,7.8,-5.7,-0.3,1.5,2.9,9.5,-2.7
COc1ccccc1C(=O)Nc1ccnn1C1CCN(C2CCSCC2)CC1,-5.1,0.0,-1.9,6.2,-19.5,-0.4,1.2,-2.6,6.5,5.3
CCOc1cc(CNc2ccc3cn[nH]c3c2)ccc1OC,-0.5,3.3,-31.2,-45.5,4.4,0.2,-41.5,2.7,30.9,0.0
CC(=O)C1=C(O)C(=O)N(Cc2ccco2)C1c1ccccc1 (stereo not drawn),1.7,-1.4,5.3,-3.9,-22.4,0.2,9.9,-2.6,10.0,-2.9
CC(C)(C)NC(=O)C(=O)NNC(=O)c1cccc([N+](=O)[O-])c1,-0.6,-5.2,0.5,-10.4,-28.2,1.3,0.6,0.9,-2.2,-1.4
Cc1ccc(C2CC(C(F)F)n3ncc(C(=O)Nc4c(C)nn(Cc5c(F)cccc5Cl)c4C)c3N2)cc1 (stereo not drawn),0.5,1.8,14.6,34.7,-20.2,-1.9,25.9,4.3,2.8,2.3
CCSc1sccc1C1C(C#N)=C(N)N(c2cccnc2)C2=C1C(=O)CC(C)(C)C2 (stereo not drawn),0.3,0.1,4.0,-7.8,-17.2,-0.1,1.1,5.6,7.2,-1.8
O=C(/C=C/c1ccc([N+](=O)[O-])cc1)NCCOc1ccc(F)cc1,-1.0,1.6,·,-36.1,-19.5,-0.5,·,3.0,-1.6,0.2
Cc1cccc(OCCOC(=O)Nc2ccccc2)c1,0.5,-4.7,5.8,-4.7,2.4,0.9,19.0,10.5,-5.4,-0.9
CCCN(CCC)C(=O)Nc1cc(Cl)ccc1OC,3.4,9.1,-1.7,12.5,-4.1,-0.6,0.9,-2.2,22.9,-1.3
COc1ccc(N(C)S(=O)(=O)c2cccc(C(=O)Nc3ccc4c(c3)OCCO4)c2)cc1,-6.8,-0.7,-2.8,-29.8,-4.9,0.1,-0.3,-0.5,8.2,-0.1
O=C(OCC#CCSc1nc2ccccc2o1)c1ccco1,-2.8,0.6,6.6,-32.0,-31.2,0.9,15.1,0.9,-0.9,-3.4
Cc1ccc(CCNC(=O)C2CCN(S(=O)(=O)c3ccc4c(c3)oc(=O)n4C)CC2)cc1,2.1,1.3,-4.0,41.6,7.4,0.1,-0.3,-5.4,12.3,0.2
Cc1cc(N2CCN(C)CC2)nc2ccc(NC(=S)N3CCC4(CC3)OCCO4)cc12,0.6,2.1,-5.6,2.4,-18.1,0.6,-5.8,-0.7,-2.1,-3.9
CCOc1ccc2[nH]c(O)c(NC(C)=O)c2c1,-1.2,-4.9,3.4,1.9,-13.8,0.0,23.2,2.9,26.6,2.2
CCOc1ccc(N(CC(=O)O)S(=O)(=O)c2ccc(F)cc2)cc1,·,-0.7,·,·,-15.6,·,·,-3.3,·,-0.4
COc1ccc(Cl)cc1NS(=O)(=O)c1cccc(C(=O)NCC2CCCO2)c1 (stereo not drawn),-1.2,-7.9,-0.4,-5.1,-13.2,-1.4,-9.2,1.6,9.6,-2.2
CC(=O)N1CC(C)Sc2ccc(S(=O)(=O)NCCc3ccc(C)cc3)cc21 (stereo not drawn),2.4,1.5,6.2,-4.9,-27.1,-0.2,33.1,-2.7,28.8,-1.8
COc1cccc2c3c(c(C)nc12)CC(C)O3 (stereo not drawn),2.3,2.8,-0.8,-18.3,4.4,0.2,3.6,1.1,3.0,2.8
O=C(NC1CC1)C1CCN(C2CCN(C(=O)/C=C/c3cccc(F)c3F)CC2)CC1,5.2,-2.6,2.0,15.2,0.6,-0.2,-5.5,-1.9,11.0,-3.8
CCOc1cc(-c2cc(-c3ccccc3)nc(N)c2C#N)ccc1O,-2.6,0.4,27.3,22.9,-3.0,0.4,42.5,1.1,-9.3,1.6
CCN(CC(=O)Nc1ccc(NC(C)=O)cc1)C(=O)CCCSc1nc2ccccc2[nH]1,1.8,·,-5.0,-5.1,·,0.0,3.1,·,27.6,-0.4
COCCN(C(=O)Cc1cccs1)C(C(=O)NCc1ccc(OC)cc1)c1ccccc1 (stereo not drawn),-0.1,0.8,-5.4,10.1,19.5,-0.1,12.5,5.8,9.0,-0.5
O=C(NCCN1CCOCC1)c1cn(CCc2ccccc2)nn1,1.5,-1.3,3.1,11.3,-19.3,-4.1,-6.5,1.0,20.5,-0.3
COc1ccc(CC(=O)NNC(=O)c2ccco2)cc1OC,-1.2,-0.6,-4.8,-19.3,-7.6,-0.2,6.6,-2.6,5.9,-0.6
Cn1cc(Cl)c(C(=O)Nc2cnn(Cc3ccc(F)cc3)c2)n1,-3.2,-9.7,8.8,38.6,-23.7,3.6,12.3,-3.1,-80.9*,4.8

# Ordered by the number under GSK3 alpha inh (high to low): 3 from the list above
smiles	GSK3 alpha inh
COc1ccc(CC(=O)NNC(=O)c2ccco2)cc1OC	-0.6
COc1ccc(Cl)cc1NS(=O)(=O)c1cccc(C(=O)NCC2CCCO2)c1 (stereo not drawn)	-2.2
O=C(OCC#CCSc1nc2ccccc2o1)c1ccco1	-3.4

# Further compounds.
SMILES,GSK3beta inhib,IEC-6 tox,HSF1 inhib,aSyn 5UTR inh,KLF5 inhibitor,HIF activator,HSF1 activator,HSP90 refold inh,AI-2 QS mod,GSK3 alpha inh
CCOc1c(Cl)cc(C(=O)Nc2ccccc2C(=O)O)cc1Cl,5.0,36.8*,35.6,-4.7,-76.7,0.3,47.5,-5.3,-3.9,-7.5
O=S(=O)(c1ccc(NC(=S)NCCc2ccccc2)cc1)N1CCOCC1,4.7,0.1,-1.5,15.8,-17.8,-0.1,-4.2,-0.5,-2.0,-0.8
COc1ccc(CCNC(=O)CC2Nc3ccccc3NC2=O)cc1OC (stereo not drawn),-1.1,-4.3,-6.6,21.1,-13.6,-0.4,-6.3,1.7,51.8,-2.1
Cc1ccc(SCCC(=O)N/N=C/c2ccccc2O)cc1,0.6,-0.4,-6.1,24.6,-24.2,-0.1,11.3,-3.9,-1.8,1.5
COc1ccc(-n2c(COc3ccc(C)cc3)n[nH]c2=S)cc1,-3.3,1.6,-32.7,16.9,-13.9,-0.9,-37.3,-0.9,13.2,0.6
Cc1cc(S(=O)(=O)N2CCOCC2)ccc1OCC(=O)N1CCCC1,-1.2,4.4,-8.9,-9.7,19.6,0.3,-2.4,-1.9,16.4,-1.2
N#Cc1ccsc1NC(=O)CN1CCOCC1,1.7,-3.2,-2.8,-3.6,-2.5,0.0,14.7,2.7,5.9,-0.3
COCCC(=O)N1CCC(Oc2ccc(C(=O)NCCc3cn[nH]c3)cc2)CC1,2.9,-3.7,-7.4,-2.2,-14.4,-0.1,-25.1,-4.1,30.3,-0.9
CCOC(=O)c1ccc(NC(=O)Cn2nnc(-c3ccccc3C)n2)cc1,0.7,0.8,-4.9,17.1,-18.5,-17.2,-26.0,6.2,-15.5,-1.4
Cc1c(NC(=O)Nc2ccc(Cl)cc2Cl)c(=O)n(-c2ccccc2)n1C,-1.3,5.1,-4.6,-8.8,-9.0,-0.3,11.7,4.5,6.6,6.6
COc1cccc(NC(=S)N2CCCN(Cc3ccc(F)cc3)C2)c1,0.0,4.6,1.8,-6.5,-31.6,-5.1,0.3,4.1,-16.4,-2.0
CN(C)CCCNC(=O)c1cc(C(=O)Cc2ccccc2)c[nH]1,2.1,-0.9,-0.6,32.3,2.2,-0.5,8.5,0.8,27.2,-1.1
Cc1nn(C)c(C)c1CCC(=O)N1CCCC(C(=O)c2cccc(OC(C)C)c2)C1 (stereo not drawn),-4.2,-5.4,4.2,5.0,-16.1,-0.2,11.1,-5.0,-10.3,-2.0
CC12CCC(C(=O)NCc3ccc4c(c3)OCO4)(OC1=O)C2(C)C (stereo not drawn),0.2,-1.7,1.1,6.4,-1.6,-0.3,13.9,0.0,4.8,-1.0
CS(=O)(=O)N(CC(=O)N1CCCCC1)c1cccc(F)c1,-1.0,-2.4,-1.9,7.5,11.9,0.3,-3.5,0.0,-3.8,13.1
COC(=O)c1ccccc1Nc1ccccc1,2.4,-3.6,-3.3,-13.3,11.6,-0.6,2.0,-2.2,4.2,0.3
Cc1ccc(NC(=O)CS(=O)CC(=O)N(c2ccccc2F)C(C)C(=O)NC2CCCC2)cc1 (stereo not drawn),12.3,-0.3,2.7,6.1,-19.6,-0.2,-2.9,0.8,-9.3,1.8
CCOc1ccc2c(c1)c1nnc(SCC(=O)N3CCC(C)CC3)nc1n2C,0.9,-10.9,-12.1,-8.1,-5.9,0.4,-0.9,-3.1,-9.7,·

# Record cards (already shown). Order of screens: GSK3beta inhib	IEC-6 tox	HSF1 inhib	aSyn 5UTR inh	KLF5 inhibitor	HIF activator	HSF1 activator	HSP90 refold inh	AI-2 QS mod	GSK3 alpha inh
# Profile of Cc1cccc(OCCOC(=O)Nc2ccccc2)c1 → 0.5	-4.7	5.8	-4.7	2.4	0.9	19.0	10.5	-5.4	-0.9
# Profile of CCN(CC(=O)Nc1ccc(NC(C)=O)cc1)C(=O)CCCSc1nc2ccccc2[nH]1 → 1.8	·	-5.0	-5.1	·	0.0	3.1	·	27.6	-0.4
